# Screening data deposited in PubChem by Broad Institute.
# IDE exosite inh: insulin-degrading enzyme (human) exo-site inhibition | P14735 | purified IDE, FL-6b probe fluorescence polarization; hits give low values | z-score at 20 µM | 17,000 compounds, 6.3% hits;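 active means z-score of -3 or lower, meaning strong loss of probe binding signal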;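 further: His-tagged human IDE residues 42-1019 made in E. coli with 30 nM FL-6b probe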
# Target sequence (P14735 42-1019 limits assumed): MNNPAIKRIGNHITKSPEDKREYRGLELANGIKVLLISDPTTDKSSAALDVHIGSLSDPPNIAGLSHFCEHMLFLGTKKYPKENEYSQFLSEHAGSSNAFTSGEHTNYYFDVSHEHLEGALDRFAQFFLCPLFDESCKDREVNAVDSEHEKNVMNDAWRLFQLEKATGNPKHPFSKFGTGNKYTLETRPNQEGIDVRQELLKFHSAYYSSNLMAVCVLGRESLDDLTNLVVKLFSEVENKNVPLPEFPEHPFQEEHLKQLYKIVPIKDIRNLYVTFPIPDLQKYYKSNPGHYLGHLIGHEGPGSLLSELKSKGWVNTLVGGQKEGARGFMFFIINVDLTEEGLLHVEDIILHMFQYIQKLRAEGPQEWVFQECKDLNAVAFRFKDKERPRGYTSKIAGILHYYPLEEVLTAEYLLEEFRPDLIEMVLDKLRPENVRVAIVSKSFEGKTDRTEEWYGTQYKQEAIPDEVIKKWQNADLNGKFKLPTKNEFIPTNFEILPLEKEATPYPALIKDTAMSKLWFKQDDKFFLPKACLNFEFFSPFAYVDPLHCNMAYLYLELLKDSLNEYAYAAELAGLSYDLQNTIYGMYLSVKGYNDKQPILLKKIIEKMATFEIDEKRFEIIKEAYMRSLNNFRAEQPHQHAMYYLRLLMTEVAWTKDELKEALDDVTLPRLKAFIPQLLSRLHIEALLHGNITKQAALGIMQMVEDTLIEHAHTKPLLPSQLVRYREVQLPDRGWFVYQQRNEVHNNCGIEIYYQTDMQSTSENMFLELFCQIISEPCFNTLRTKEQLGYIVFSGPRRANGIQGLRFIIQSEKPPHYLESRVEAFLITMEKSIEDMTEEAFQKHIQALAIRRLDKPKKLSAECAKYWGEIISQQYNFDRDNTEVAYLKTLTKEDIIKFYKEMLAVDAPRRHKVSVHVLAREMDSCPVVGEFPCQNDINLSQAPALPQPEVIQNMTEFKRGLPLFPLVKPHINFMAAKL
# The depositor's hits bear a star; & = joins results of further samples. Some of the compounds tested (hit frequency here may not be typical).
mol	IDE exosite inh
O=C(Cc1cccnc1)N1[C@H](CO)[C@H](c2ccccc2)[C@@H]1CNCC1CCC1	-0.565
COc1ccc2c3c([nH]c2c1)[C@H](CO)NCC31CCN(C(=O)C2CCOCC2)CC1	-0.914
O=C(C[C@H]1CC[C@H]2[C@@H](COC[C@H](O)CN2CCc2ccccc2)O1)NCCCN1CCOCC1	0.207
C[C@@H]1CCn2nncc2COC[C@H]2CCCN2C1=O	-1.09
CN(C)C(=O)c1ccc(-c2ccc(C3[C@H]4CNC[C@@H]3N4C(=O)NC3CCCC3)cc2)cc1 (stereo not given in full)	0.072
COc1ccc(S(=O)(=O)Nc2ccc3c(c2)OC[C@H](C)NC[C@H](C)[C@H](OC)CN(C)C3=O)cc1	0.522
CCC(=O)N1[C@H](CO)[C@H](c2ccccc2)C12CN(C(=O)Nc1ccccc1F)C2	0.229
N#C[C@@H]1N[C@H](CO)[C@H]1c1ccc(C#CC2CCCCC2)cc1	0.995
O=S(=O)(c1ccc(F)cc1)N1CCCCN2[C@H](CO)[C@@H](c3ccc(C#CC4CC4)cc3)[C@H]2C1	-0.284
CCC(=O)N1[C@@H](CO)[C@@H]2c3ccccc3N(S(=O)(=O)c3ccc(F)cc3)C[C@@H]21	0.174
O=C(NCc1ccccc1)[C@H]1[C@H](CO)[C@H]2Cn3c(cccc3=O)[C@@H]1N2C(=O)Cc1ccccn1	-0.64
C[C@@H](NC(=O)C[C@H]1C[C@@H]2c3cc(NS(=O)(=O)c4ccc(F)cc4)ccc3O[C@@H]2[C@@H](CO)O1)c1ccccc1	1.78
COc1cccc(CN2CCCCN3[C@@H](CO)[C@H](c4ccc(C#Cc5cccnc5)cc4)[C@@H]3C2)c1	3.82
Cc1cc(C(=O)Nc2ccc3c(c2)C(=O)N(C)[C@H]2CC[C@H](CC(=O)O)O[C@H]2CO3)no1	-0.947
C[C@@H]1CN([C@H](C)CO)C(=O)CCCn2nncc2CO[C@@H]1CN(C)C(=O)Nc1cccc(Oc2ccccn2)c1	-1.61
N#C[C@H]1[C@H](c2ccccc2-c2ccccc2)[C@@H](CO)N1C(=O)Cc1ccncc1	1.52
COc1ccc(-c2ccc([C@H]3[C@H](C#N)N(C(=O)NC4CCCCC4)[C@H]3CO)cc2)cc1	4.47
O=C(NC1CCCCC1)N1CC(=O)N2[C@H](CO)[C@@H](c3ccc(/C=C/c4ccccc4)cc3)[C@@H]2C1	-3.61*
COCCN(C[C@@H]1[C@@H](c2ccccc2)[C@H](CO)N1C(=O)C1CC1)C(C)=O	0.48
CCCC#Cc1ccc([C@@H]2[C@H]3CN(CCC)CCCCN3[C@H]2CO)cc1	-0.995
O=C(Nc1cccc(F)c1)N1CC(=O)N2[C@H](CO)[C@@H](c3ccc(-c4ccc(F)cc4)cc3)[C@H]2C1	0.873
CN1C(=O)c2cc(NC(=O)c3cscn3)ccc2OC[C@H]2O[C@H](CC(=O)N3CCOCC3)CC[C@@H]21	-0.858
CC(=O)N1CCCCN2[C@@H](CO)[C@@H](c3ccc(-c4ccncc4)cc3)[C@@H]2C1	4.42
Cc1cccc(-c2ccc([C@@H]3[C@H](CO)N4CCCCN(C(=O)c5cccnc5)C[C@@H]34)cc2)c1	-1.43
C[C@H](CO)N1C[C@H](C)[C@@H](CN(C)C(=O)Nc2ccc3c(c2)OCCO3)OCc2cnnn2CCCC1=O	-0.427
CCS(=O)(=O)N1CC(=O)N2[C@H](CO)[C@@H](c3ccc(C#CCc4ccccc4)cc3)[C@H]2C1	3.2
O=C(CN1CCOCC1)N1CC(=O)N2[C@@H](CO)[C@H](c3ccc(-c4ccccc4)cc3)[C@@H]2C1	1.49
O=C(Cc1ccccc1)N1CC(=O)N2[C@H](CO)[C@@H](c3ccc(-c4cccc(F)c4)cc3)[C@H]2C1	0.385
CCCNC(=O)N[C@@H]1C=C[C@H](CC(=O)N2CCN(C)CC2)O[C@@H]1CO	1.36
COc1ccccc1C#Cc1ccc([C@H]2[C@@H](C#N)N(C(=O)C3CCC3)[C@@H]2CO)cc1	-7.84*

# In another format: entries from further up
IDE exosite inh	compound
-0.284	O=S(=O)(c1ccc(F)cc1)N1CCCCN2[C@H](CO)[C@@H](c3ccc(C#CC4CC4)cc3)[C@H]2C1
0.174	CCC(=O)N1[C@@H](CO)[C@@H]2c3ccccc3N(S(=O)(=O)c3ccc(F)cc3)C[C@@H]21
-0.64	O=C(NCc1ccccc1)[C@H]1[C@H](CO)[C@H]2Cn3c(cccc3=O)[C@@H]1N2C(=O)Cc1ccccn1

# (listing goes on)
mol	IDE exosite inh
O=C(c1ccccc1F)N1CC(=O)N2[C@H](CO)[C@@H](c3ccc(-c4cccnc4)cc3)[C@H]2C1	-0.211
C/C=C/c1ccc([C@H]2[C@@H](CO)N(C(=O)NC3CCCCC3)[C@H]2C#N)cc1	1.27
O=S(=O)(c1cccs1)N1CCCCN2[C@H](CO)[C@@H](c3ccc(Br)cc3)[C@H]2C1	3.2
Cc1noc(C)c1S(=O)(=O)Nc1ccc2c(c1)C(=O)N([C@@H](C)CO)C[C@@H](C)[C@H](CN(C)Cc1ccc(C(=O)O)cc1)OCCCC[C@@H](C)O2	2.44
CCNC(=O)c1cc2c(c(-c3cccc(-c4cccc(C(=O)N(C)C)c4)c3)n1)[C@@H](CCO)N([S@](=O)C(C)(C)C)C2	0.172
COCC(=O)N1CC(=O)N2[C@H](CO)[C@@H](c3ccc(-c4ccncc4)cc3)[C@H]2C1	-0.385
CO[C@H]1CC[C@@H]2CCN(C)C(=O)[C@@H](C)N(C)C(=O)c3cccc(C#N)c3OC[C@H]1O2	1.49
C[C@@H]1CN([C@@H](C)CO)C(=O)CCCn2nncc2CO[C@@H]1CN(C)C(=O)Nc1cccc(Oc2ccccn2)c1	-0.48
CCCC#Cc1ccc([C@H]2[C@H]3CN(Cc4cccnc4)CCCCN3[C@H]2CO)cc1	1.19
C[C@H]1CN([C@@H](C)CO)C(=O)c2ccccc2-c2ccccc2CO[C@H]1CN(C)S(=O)(=O)c1ccc([N+](=O)[O-])cc1	1.32
C[C@@H]1CN([C@H](C)CO)C(=O)CCCn2nncc2CO[C@H]1CN(C)S(=O)(=O)c1cn(C)cn1	-1.72
C[C@@H](NC(=O)C[C@H]1C=C[C@H](NS(=O)(=O)c2cccc(F)c2)[C@H](CO)O1)c1ccccc1	1.82
O=C(Nc1cc(F)ccc1F)N1CCCCN2[C@H](CO)[C@@H](c3ccc(-c4ccncc4)cc3)[C@H]2C1	1.64
O=S(=O)(c1ccccc1)N1[C@@H]2CNC[C@H]1C2c1ccc(-c2cccnc2)cc1 (stereo not given in full)	-0.193&0.823
N#C[C@H]1[C@@H](c2ccc(C#CC3(O)CCCC3)cc2)[C@@H](CO)N1C(=O)C1CCCCC1	0.361
C[C@@H]1CN([C@H](C)CO)C(=O)c2cc(C#CC3(O)CCCC3)cnc2O[C@H]1CN(C)S(=O)(=O)c1cccc(F)c1	-1.65
CC(=O)N1[C@H](CO)[C@@H](c2ccccc2)[C@@H]1CN(C(=O)c1cccc(F)c1)C(C)C	6
C[C@@H](O)C#Cc1ccc([C@@H]2[C@H]3CN(C(=O)c4ccncc4)CCCCN3[C@H]2CO)cc1	2.24
CC(C)C#Cc1ccc([C@H]2[C@@H](CO)N3CCCCN(C(=O)c4ccc5c(c4)OCO5)C[C@@H]23)cc1	0.95
O=C(c1ccc(F)cc1)N1CC(=O)N2[C@H](C1)[C@H](c1ccc(C3=CCCC3)cc1)[C@@H]2CO	5.65
CCC(=O)N1[C@H](CN(C(C)C)S(C)(=O)=O)[C@@H](c2ccccc2)[C@@H]1CO	1.99
CCc1csc(N2[C@H](C#N)[C@H](c3ccc(C4=CCCC4)cc3)[C@@H]2CO)n1	2.49
COc1ccc(NC(=O)N2CCCCN3[C@H](CO)[C@@H](c4ccc(-c5ccccc5F)cc4)[C@H]3C2)cc1	-0.409
C[C@@H]1CN([C@@H](C)CO)C(=O)c2cc(Br)cnc2O[C@@H]1CN(C)Cc1ccc(Oc2ccccc2)cc1	0.608
CS(=O)(=O)N1[C@H](C#N)[C@H](c2ccc(C#CC3CCCC3)cc2)[C@H]1CO	0.263
CO[C@@H]1CN(C)C(=O)c2cc(NC(C)=O)ccc2OC[C@@H](C)N(C(=O)Cc2ccccn2)C[C@H]1C	0.571
CCC(=O)N1CC(=O)N2[C@H](C1)[C@H](c1ccc(C#CC(C)C)cc1)[C@@H]2CO	1.63
COc1ccc(CN2CC3(CCN(C(=O)Cc4ccncc4)CC3)c3c([nH]c4cc(OC)ccc34)[C@@H]2CO)cc1	-3.12*
C[C@H]1CN([C@@H](C)CO)C(=O)CCCn2cc(nn2)CO[C@H]1CN(C)C(=O)Nc1cccc(C(F)(F)F)c1	-1.74
O=C(Nc1cc(F)ccc1F)N1[C@@H]2CNC[C@H]1C2c1ccc(-c2ccncc2)cc1 (stereo not given in full)	1.21&2.21
Cc1ccc(-c2ccc(C3[C@H]4CNC[C@@H]3N4C(=O)NC(C)C)cc2)cc1 (stereo not given in full)	0.901&1.25
Cc1noc(C)c1NC(=O)N1C[C@H](O)COC[C@H]2O[C@H](CC(=O)N3CCc4ccccc4C3)CC[C@@H]21	-0.43
COc1ccc(CN2[C@@H](CO)[C@@H]3c4ccccc4N(C(=O)NC(C)C)C[C@@H]32)cc1	0.419
O=C(c1ccc(F)cc1)N1CCCCN2[C@H](C1)[C@@H](c1ccc(C#CC3(O)CCCC3)cc1)[C@@H]2CO	-3.65*
O=S(=O)(c1cccs1)N1CCCCN2[C@@H](CO)[C@H](c3ccc(C4=CCCC4)cc3)[C@@H]2C1	4.9
Cc1cccc(S(=O)(=O)N2CCCCN3[C@@H](CO)[C@H](c4ccc(-c5cccnc5)cc4)[C@@H]3C2)c1	3.76
CC(C)NC(=O)N1[C@H](C#N)[C@@H](c2ccc(-c3ccc(F)cc3)cc2)[C@@H]1CO	1.34
O=C(NC1CCCC1)N1CC(=O)N2[C@H](CO)[C@H](c3ccc(/C=C/c4ccccc4)cc3)[C@@H]2C1	-0.534
Cc1noc(C)c1NC(=O)Nc1ccc2c(c1)C(=O)N([C@@H](C)CO)C[C@@H](C)[C@H](CN(C)Cc1ccc3c(c1)OCO3)OCCCC[C@H](C)O2	1.62
CCN(C[C@@H]1[C@@H](c2ccccc2)[C@@H](CO)N1CC1CC1)C(=O)c1ccccn1	-1
CCCC(=O)Nc1ccc2c(c1)OC[C@H](C)N(CC1CCOCC1)C[C@H](C)[C@@H](OC)CN(C)C2=O	-0.767
O=C(Nc1ccc(F)cc1)N1CCCCN2[C@H](CO)[C@H](c3ccc(C#Cc4ccccc4)cc3)[C@H]2C1	-0.00774
COCC(=O)N1CCCCN2[C@H](C1)[C@@H](c1ccc(C#Cc3cccnc3)cc1)[C@@H]2CO	-0.141
COc1cccc(NC(=O)N[C@@H]2C=C[C@@H](CC(=O)NCc3ccncn3)O[C@@H]2CO)c1	1.72
O=C(c1ccc2c(c1)OCO2)N1CC(=O)N2[C@H](CO)[C@@H](c3ccc(-c4ccccc4)cc3)[C@H]2C1	0.435
CC(C)CC#Cc1ccc([C@H]2[C@@H](CO)N3CCCCN(S(=O)(=O)Cc4ccccc4)C[C@H]23)cc1	4.9
O=C(Cc1ccccn1)N1CC(=O)N2[C@H](CO)[C@@H](c3ccc(C#CCC4CCCC4)cc3)[C@@H]2C1	1.35
COCC(=O)N1CC[C@H]2[C@H](CO)Nc3ccc(-c4ccc(C(=O)N(C)C)cc4)cc3[C@H]21	2.63
COc1ccccc1-c1ccc(C2[C@H]3CNC[C@@H]2N3S(=O)(=O)c2ccccc2C)cc1 (stereo not given in full)	4.72&-2.37
CCC(=O)Nc1ccc2c(c1)C(=O)N(C)C[C@H](OC)[C@@H](C)CN(C(=O)Cc1cccnc1)[C@H](C)CO2	0.368
OC[C@@H]1[C@@H](c2ccccc2)C2(CN(Cc3ccc4c(c3)OCO4)C2)N1Cc1ccccc1	0.64
O=C(c1cnccn1)N1CC(=O)N2[C@@H](CO)[C@H](c3ccc(-c4ccccc4)cc3)[C@@H]2C1	-3.76*
NCC[C@H]1CC[C@@H](NC(=O)NC2CCCCC2)[C@H](CO)O1	-0.77
C/C=C/c1ccc([C@H]2[C@@H](CO)N(C(=O)CC)[C@H]2CN(C)C(=O)C2CC2)cc1	1.96
CCCN1C[C@H](C)[C@H](OC)CN(C)C(=O)c2cc(NS(=O)(=O)c3ccccc3)ccc2OC[C@H]1C	0.617
OC[C@H]1[C@@H](c2ccc(-c3ccc(F)cc3)cc2)[C@H]2CN(Cc3cccnc3)CCCCN21	3.43
O=C(C[C@H]1CC[C@@H]2[C@H](COC[C@@H](O)CN2C(=O)Nc2ccc(F)cc2)O1)NC1CCC1	0.319
CN(C)CC(=O)N1[C@H](C#N)[C@@H](c2ccc(-c3ccc(C(=O)N(C)C)cc3)cc2)[C@@H]1CO	1.67
O=C(C[C@H]1C=C[C@@H](NC(=O)C2CCC2)[C@H](CO)O1)NC1CCCCC1	-0.485
N#C[C@H]1[C@H](c2ccccc2C2=CCCCC2)[C@@H](CO)N1C(=O)Cc1ccncc1	2.27
CN(C)C(=O)c1ccc(-c2ccc([C@H]3[C@H](C#N)N(C(=O)C4CC4)[C@H]3CO)cc2)cc1	-0.431

# 5 compounds out of the list above, sorted by the value under IDE exosite inh, smallest number first.
smiles | IDE exosite inh
CCN(C[C@@H]1[C@@H](c2ccccc2)[C@@H](CO)N1CC1CC1)C(=O)c1ccccn1 | -1
Cc1noc(C)c1NC(=O)N1C[C@H](O)COC[C@H]2O[C@H](CC(=O)N3CCc4ccccc4C3)CC[C@@H]21 | -0.43
COCC(=O)N1CCCCN2[C@H](C1)[C@@H](c1ccc(C#Cc3cccnc3)cc1)[C@@H]2CO | -0.141
CCCN1C[C@H](C)[C@H](OC)CN(C)C(=O)c2cc(NS(=O)(=O)c3ccccc3)ccc2OC[C@H]1C | 0.617
C/C=C/c1ccc([C@H]2[C@@H](CO)N(C(=O)CC)[C@H]2CN(C)C(=O)C2CC2)cc1 | 1.96
